# Gli-Sufu block = blocks Gli-Sufu signaling in a luciferase reporter | AID 588413 | inhibition, % at 5 µM | Sufu-KO-LIGHT fibroblasts, Gli luciferase reporter luminescence | 0.74% of 340,000 active;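 active = inhibition above about 55%, limit read from the data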;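 also: 0% = DMSO-treated cells and 100% = wells with medium but no cells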
# A3A deaminase = blocks human APOBEC3A ssDNA deamination | 0.41% of 330,000 active | AID 493011 | inhibition, % at 20 µM | P31941 | recombinant A3A, FAM/TAMRA ssDNA deamination fluorescence;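 active = at least 40% inhibition at 20 µM here, with at most 30% in a related deaminase screen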;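 also: plate controls were A3A with DMSO for no effect and wells lacking A3A enzyme for full effect; some results filed as inactive read as strong as hits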
# Target sequence (P31941 whole entry, looked up): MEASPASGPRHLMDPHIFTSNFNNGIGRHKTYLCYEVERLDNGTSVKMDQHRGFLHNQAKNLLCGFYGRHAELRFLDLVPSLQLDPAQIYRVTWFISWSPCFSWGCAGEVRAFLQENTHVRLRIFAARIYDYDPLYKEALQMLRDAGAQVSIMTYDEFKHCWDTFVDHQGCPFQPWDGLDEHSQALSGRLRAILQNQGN
# NR3A LBD binder = modulates the human NR3A ligand-binding domain. Tm shift relative to glycine control, % at 25 µM. 2.5% of 340,000 active. NR3A LBD differential scanning fluorimetry, Tm shift; 0% = protein alone, 100% = glycine-bound protein. AID 1259313;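 active = melting temperature shift of at least 10% of the positive control shift, at one fixed dose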
# CXCR6 inh = inhibitors of human CXCR6 receptor; inhibition, % at 20 µM; O00574; CHO-K1 PathHunter CXCR6 beta-arrestin, luminescence; 0.36% of 360,000 active; AID 602244; in the data active = inhibition above about 34%, passing the limit was not always enough;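 also: antagonist mode with CXCL16 agonist at 10 nM final; 0% = 10 nM CXCL16 with DMSO and 100% = unstimulated wells without agonist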
# Target sequence (O00574 whole entry, looked up): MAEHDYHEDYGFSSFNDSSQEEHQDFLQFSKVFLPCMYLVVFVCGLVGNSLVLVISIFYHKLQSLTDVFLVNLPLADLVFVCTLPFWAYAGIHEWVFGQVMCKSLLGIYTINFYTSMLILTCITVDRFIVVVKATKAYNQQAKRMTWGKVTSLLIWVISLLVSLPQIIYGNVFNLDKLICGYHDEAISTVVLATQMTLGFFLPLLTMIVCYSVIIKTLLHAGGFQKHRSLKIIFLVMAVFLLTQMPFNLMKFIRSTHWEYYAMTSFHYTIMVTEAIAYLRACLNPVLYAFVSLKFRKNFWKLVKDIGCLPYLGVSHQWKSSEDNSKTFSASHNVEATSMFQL
# MPTP inh = blocks calcium-induced mitochondrial swelling | isolated mouse mitochondria, Ca2+ swelling absorbance, 30 min | inhibition, % at 10 µM | 1.4% of 360,000 active;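 active = inhibition of 50% or more, scaled per plate between neutral and stimulator controls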;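 also: 0% = DMSO wells given calcium and 100% = 1 mM EGTA wells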
# A3G deaminase = inhibitors of human APOBEC3G DNA deaminase | Q9HC16 | inhibition, % at 20 µM | recombinant A3G, ssDNA deamination FAM/TAMRA fluorescence | 0.28% of 330,000 active | AID 493012;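 active = inhibition of at least 40% at 20 µM, with no more than 30% in the related APOBEC3A deaminase screen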;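 also: plate controls were DMSO wells with A3G for no effect and wells lacking A3G enzyme for full effect; some compounds called inactive have numbers as strong as hits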
# Target sequence (Q9HC16 whole entry, looked up): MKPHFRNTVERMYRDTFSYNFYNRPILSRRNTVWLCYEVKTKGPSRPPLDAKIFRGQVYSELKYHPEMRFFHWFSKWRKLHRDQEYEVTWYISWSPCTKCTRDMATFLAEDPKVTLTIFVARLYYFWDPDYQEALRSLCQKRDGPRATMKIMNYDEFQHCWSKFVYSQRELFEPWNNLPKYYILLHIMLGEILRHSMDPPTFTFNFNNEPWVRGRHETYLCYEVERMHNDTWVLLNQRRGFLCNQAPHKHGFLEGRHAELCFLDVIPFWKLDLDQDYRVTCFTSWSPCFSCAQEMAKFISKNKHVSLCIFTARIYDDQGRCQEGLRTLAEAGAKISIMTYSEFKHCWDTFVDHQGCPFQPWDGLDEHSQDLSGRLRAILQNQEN
# CCR6 antag = blocks CCL20-driven beta-arrestin recruitment at human CCR6. AID 493098. 0.49% of 340,000 active. CHO-K1 CCR6 PathHunter beta-arrestin, luminescence, CCL20-stimulated. inhibition, % at 20 µM;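 active = compounds whose inhibition of the agonist-driven luminescence signal at 20 µM reaches about 50%, limit read from the data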;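 also: cells stimulated with CCL20 at 14 nM final; plate controls were DMSO with CCL20 for no effect and DMSO without agonist for full effect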
# EBI2 antag = antagonists of human EBI2 receptor | EBI2 beta-arrestin recruitment, luminescence, 7a,25-OHC stimulated | inhibition, % at 5 µM | 0.81% of 360,000 active | AID 651636; in the data active = inhibition above about 38%;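 also: enzyme fragment complementation signal reports receptor beta-arrestin coupling in cells; 0% = agonist plus DMSO wells and 100% = wells without agonist; some results beyond the cut were filed as inactive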
# Active calls of the source: *; · = no result given.
# Start of the listing, in advance:
Compound	A3A deaminase	CCR6 antag	MPTP inh	CXCR6 inh	Gli-Sufu block	A3G deaminase	EBI2 antag	NR3A LBD binder
Cc1ccc(/C=C/C(=O)OC(C)C(=O)NC2CCCCC2C)o1 (centres undefined)	5	10	-1.6	1	-15	-2	7	0
O=C1CCC(C(=O)N2CCN(c3cnccn3)CC2)CN1CCc1ccc(Cl)cc1 (centres undefined)	-4	5	-1.9	3	12	-8	4	-1

# The list itself, previewed entries included:
Compound	A3A deaminase	CCR6 antag	MPTP inh	CXCR6 inh	Gli-Sufu block	A3G deaminase	EBI2 antag	NR3A LBD binder
Cc1ccc(/C=C/C(=O)OC(C)C(=O)NC2CCCCC2C)o1 (centres undefined)	5	10	-1.6	1	-15	-2	7	0
O=C1CCC(C(=O)N2CCN(c3cnccn3)CC2)CN1CCc1ccc(Cl)cc1 (centres undefined)	-4	5	-1.9	3	12	-8	4	-1
CC(=O)c1cc(Cl)ccc1OCC(=O)NC1CCCC1	-1	10	-2.8	4	-32	-13	6	·
COC(=O)N/N=C/c1cn(Cc2ccccc2Cl)c2ccccc12	0	-6	1.4	-4	2	-9	-1	-12
Cc1cc(=O)oc2c3c(cc(OCC(=O)NCc4ccncc4)c12)OC(C)(C)CC3	-2	5	2.4	5	4	-7	8	0
O=C(NCc1cccnc1)C(=O)N/N=C/c1ccc([N+](=O)[O-])cc1	-2	-11	-0.5	-7	-2	-1	-8	-1
C=C(C)COc1ccc2c(CC)cc(=O)oc2c1C	-1	-7	0.9	-7	-4	-3	13	-1
CCC(=O)Nc1ccccc1C(=O)OCc1ccc(C(=O)c2ccccc2)cc1	3	0	-0.8	6	23	-1	-2	1
CCOC(=O)c1ccc(NC(=O)N2CCCCC2)cc1	-1	-2	-1.6	-10	-68	0	-6	1
Cc1nn(Cc2ccc([N+](=O)[O-])cc2)c(=O)n1-c1cccc(Cl)c1	4	13	-1.0	1	0	2	-4	-2
CCCS(=O)(=O)Nc1ccc2cn[nH]c2c1	-5	4	-0.7	-5	-20	-13	-1	0
COc1ccccc1N1N=C(c2cccs2)CC1c1ccccc1 (centres undefined)	-1	13	1.2	6	3	0	3	-3
Cc1onc(-c2c(F)cccc2Cl)c1C(=O)NC1CC1	-4	-7	-1.8	6	-8	-6	-8	-6
Cn1c(=O)n(CC(N)=O)c(=O)c2c1nc(Br)n2Cc1ccccc1	5	9	0.0	3	10	2	-1	-3
Cc1ccc(NC(=O)C2OCCc3ccccc32)cc1Cl (centres undefined)	-2	11	-2.6	-4	-27	-6	11	0
COc1ccc(NC(=O)CCNC(=O)c2ccccc2)cc1S(N)(=O)=O	-2	6	1.0	8	8	-1	6	0
O=C(NCc1ccc(Cl)cc1)C1CCC(CNc2c(N3CCCCC3)c(=O)c2=O)CC1 (centres undefined)	2	-2	-1.4	-2	-7	-1	50*	0
CC(C)c1onc(C(=O)N2C(C)CCCC2C)c1[N+](=O)[O-] (centres undefined)	-2	-8	0.6	-2	1	0	-9	-8
Cc1ccc(/S(C)=N/S(=O)(=O)c2ccc(C)cc2)cc1 (centres undefined)	-3	-4	-2.0	-3	-2	-6	6	-5
COc1ccc(C(=O)NNC(=S)NC(=O)c2ccc(Cl)cc2)cc1	-1	36	·	·	-1	-2	·	-3
COCCNC(=O)c1cc(S(=O)(=O)N2CCCCC2)ccc1N1CCOCC1	-2	3	-2.1	-6	-18	-7	-8	0
CC(C)CCCNc1nc(N2CCOCC2)nc(N2CCOCC2)n1	-5	6	-0.7	-5	5	-10	8	0
Cc1csc(SCC(=O)Nc2cccc3nsnc23)n1	2	8	0.7	5	-21	0	1	-11
O=C(CSc1n[nH]c(=O)[nH]c1=O)N/N=C/C=C/c1ccccc1	0	1	1.8	1	10	-6	-2	-1
CCN(CC(=O)Nc1ccc2c(c1)OCO2)CC(=O)Nc1ccccc1C(F)(F)F	-2	13	-0.2	2	-6	-8	-7	-2
CC(C)c1ccc(NC(=S)N2CCN(S(=O)(=O)c3ccccc3)CC2)cc1	-1	8	-0.2	4	1	3	9	-1
O=C(NCCc1ccc(F)cc1)c1ccc2nccnc2c1	-1	-11	-1.0	-2	-68	-6	10	0
COc1ccccc1C(=O)Nc1ccc(OC(C)C(=O)N2CCOCC2)cc1 (centres undefined)	-1	-1	-1.1	-7	8	-10	-8	0
O=c1[nH]c(CN2CCCC2)nc2sc3c(c12)CCC3	-1	8	-0.3	-4	10	-2	-4	-1
Cc1nn(C)c(C(=O)Nc2cccc(CN3CCOCC3)c2)c1Br	-3	-2	0.4	2	10	-4	3	0
COc1ccc(C(=O)Nc2nnc(C(F)(F)F)s2)cc1	-8	-3	4.2	2	-55	-7	-5	-17
COc1ccc(CN2CCN(C(=O)Cn3nc(C(=O)O)c4ccccc4c3=O)CC2)cc1F	-4	-4	-1.2	5	1	-7	-1	-4
CCN(CC)S(=O)(=O)c1ccc(-c2nnc(SCC(=O)Nc3nnc(C)s3)n2CC)cc1	0	-3	0.6	-6	-12	-6	4	0
O=C(OCc1cccc([N+](=O)[O-])c1)c1ccc2ccccc2n1	3	5	-1.2	2	-16	-2	0	0
Cc1cccc(/C=C2\CS/C(=C\c3cccc(C)c3)C2=O)c1	3	11	-2.2	12	-6	-1	3	2
COc1ccc(OC)c(N(CC(=O)Nc2cccc(C(F)(F)F)c2)S(C)(=O)=O)c1	2	8	-0.1	8	7	-1	0	-3
COc1cccc(CNc2nccs2)c1O	-2	5	-0.8	0	-9	-2	2	-1
Cc1occc1C(=O)N/N=C/c1cnn(C)c1C	1	2	0.6	-5	-22	-1	-11	0
O=C(CCN1C(=O)C2C3C=CC(C3)C2C1=O)Nc1ccccc1F (centres undefined)	-7	-10	1.2	5	3	-7	8	-2
COc1ccccc1C(=O)NCCC(=O)NC1CCCC(C)C1C (centres undefined)	-4	-1	-1.1	5	-11	-10	-1	1
COc1ccc(N2CCN(S(=O)(=O)CCNC(=O)c3ccc4c(c3)OCO4)CC2)cc1	-5	10	0.3	-19	-7	-9	-4	1
C=CCNC(=S)NNC(=O)c1cc(O)ccc1O	0	11	0.0	0	-1	-2	-1	3
NC(=O)CSc1nnc2sc3ccccc3n12	-4	-18	-4.5	-9	16	-5	-6	4
O=C(N/N=C/c1ccc(OCC(=O)N2CCOCC2)cc1)c1ccccc1Cl	7	4	-3.3	-4	-4	1	-19	-1
COc1ccc(C(=O)COc2ccc(NC(C)=O)cc2)cc1	-2	-3	-0.5	3	-5	-5	-3	13*
Cc1nc2scc(C)n2c(=O)c1S(=O)(=O)NCc1ccccc1Cl	-4	0	0.1	-1	-7	-1	-3	2
Cc1cc2ncc(-c3cccs3)nc2cc1C	-2	10	1.1	-2	-80	-6	14	0
Cc1cc(C)c(C)c(S(=O)(=O)NCc2ccc(C(=O)N3CCCC3)cc2)c1C	-1	-7	1.1	-2	7	-2	5	-1
O=C(/C=C/Nc1cccc(C(F)(F)F)c1)c1ccco1	16	12	-1.4	0	-3	3	-7	6
Cc1ccc(S(=O)(=O)N2CCC(n3nnc4cc(C)ccc43)CC2)cc1	-6	12	0.3	-1	2	-8	-8	7
O=C(N/N=C/c1ccco1)c1cccc(NC(=O)c2cccc(Cl)c2)c1	1	3	-0.3	-2	-5	-4	1	-6
CC(O)C(NC(=O)OCc1ccccc1)C(=O)OCc1ccccc1 (centres undefined)	-1	-1	-0.1	8	-2	-3	-5	0
CCOC(=O)C1CCN(C(=O)C2CCN(S(=O)(=O)c3cccc4nsnc34)CC2)CC1	-1	-1	-1.2	-5	-6	-2	-7	-6
CC(=O)Oc1ccc2occ(-c3ccccc3)c2c1	-1	0	1.3	-3	26	3	-1	-3
O=C(NCc1ccc(F)cc1)c1ccc(Br)o1	-1	11	-0.2	0	-2	-8	-2	1
CCOC(=O)C1CCCN(C(=O)CCCn2nnnc2CN2CCC(C)CC2)C1 (centres undefined)	0	5	-0.6	-5	14	0	-10	0
Cc1cc(C(c2ccc(C)o2)c2ccc(C)o2)c(O)c([N+](=O)[O-])c1	2	24	2.2	13	7	-2	11	-5
CN(c1ccccc1C(=O)O)S(=O)(=O)c1ccc2[nH]c(=O)[nH]c2c1	5	6	-0.1	-7	1	-2	-7	-1
Cc1ccc(C(=O)CC(=O)c2ccc(C)cc2O)cc1	·	22	2.8	1	-9	·	10	-14
N#CCCN(Cc1cccnc1)C(=O)c1sc2cc(F)ccc2c1Cl	2	20	0.7	4	17	-1	-4	-2

# Later entries
Compound	A3A deaminase	CCR6 antag	MPTP inh	CXCR6 inh	Gli-Sufu block	A3G deaminase	EBI2 antag	NR3A LBD binder
Cc1ccc(O)c(-c2[nH]ncc2C(=O)c2ccc(Cl)cc2)c1	1	8	1.8	1	3	-6	0	2
Cc1ccc(N/N=C2\COC(C)(C)CC2=O)cc1	-4	-5	-0.4	2	-13	-7	5	-5
O=C(CNc1cccc2ccccc12)N/N=C/c1ccc(C(=O)O)cc1	2	-14	2.0	-13	7	-4	4	-2
COc1ccccc1/C=C(\NC(=O)c1ccc(OC)c(OC)c1)C(=O)Nc1ccc([N+](=O)[O-])cc1	0	14	0.1	13	-5	-5	9	0
Cc1cccc(Cn2cc3c(=O)n(Cc4cccc(F)c4)nc-3c3ccccc32)c1	-3	19	-0.7	1	-15	-8	0	-2
O=C(CSc1nc2c(c(=O)n1-c1ccccc1)SCC2)N1CCN(c2ccccc2)CC1	-1	1	-0.3	4	17	-2	1	0
COc1ccccc1N(C(=O)CNS(=O)(=O)c1ccccc1)C(C(=O)NCc1ccco1)C(C)C (centres undefined)	·	1	4.5	-6	11	·	9	-1
CSc1ncc(C(=O)NCCCc2ccccc2)c(C)n1	-2	15	-0.4	-4	0	-5	-1	2
COc1cc(/C=N/NC(=O)c2cccc([N+](=O)[O-])c2)cc(OC)c1O	-2	-2	1.3	-6	1	-1	-8	4
Cc1ccccc1NC(=S)Nn1cnnc1	-2	10	-1.6	12	-9	5	15	-1
COC(=O)C(O)(CC(=O)c1ccc(OC)cc1)C(F)(F)F (centres undefined)	0	-2	0.5	-7	5	-4	-6	-1
CCOC(=O)c1ccccc1NC(=O)COc1cc(=O)n(CC)c2ccccc12	-3	-1	7.7	2	9	-3	8	-2
COc1ccc(CCn2c(C(C)C)nc3c(c(=O)c4ccccc4n3C)c2=O)cc1	0	27	14	-2	23	0	-4	-4
Cc1ccc(NS(=O)(=O)c2ccc(CCC(=O)NCc3cccnc3)cc2)cc1	-1	2	-2.0	8	-3	-4	3	1
CC(C)CN(C(=O)COC(=O)c1cc2c(s1)CCC2)C1CCS(=O)(=O)C1 (centres undefined)	45*	10	-1.1	5	-1	18	1	-1
O=C(O)Cn1nc(-c2ccccc2)oc1=O	0	-14	0.0	-3	0	-3	-3	0
COc1cc(C2N(C)CCC3(OCCO3)C2(C)C)cc(OC)c1OC (centres undefined)	-1	3	1.9	3	-23	-7	-7	-6
Cn1c(Cc2cccc3ccccc23)nnc1SCC(=O)N1CCN(c2ccccc2)CC1	1	13	0.5	1	5	-3	-2	-2
COc1cc(NC(=O)COc2ccc(Br)cc2)ccc1NC(=O)C(C)C	1	4	-1.9	-4	0	-4	-4	0
CC(=O)C1=C(c2ccccc2)NC(=O)NC1c1ccccc1OCC#N (centres undefined)	4	-6	-1.0	-2	2	-3	-5	2
Cc1ccccc1-c1noc(CCC(=O)NCCc2ccccc2)n1	-2	1	1.9	4	13	-7	8	1
O=C(N/N=C/C1CCCCC1)c1ccccc1-n1cccc1	-4	9	0.9	3	12	5	3	2
COC(=O)Cc1c(C)nc2nc(-c3ccco3)[nH]n2c1=O	-2	-13	-0.5	-2	-3	-6	-10	9
COc1ccc(-c2csc(NC(=S)NC(=O)c3ccco3)n2)cc1Br	-2	15	3.5	12	-9	-3	5	-3
